Bioassay records: PubChem, National Center for Advancing Translational Sciences (NCATS)
MCF10A rereplic = inducers of DNA re-replication in MCF 10A breast cells | Potency, µM (highest dose often 46.1 µM), for the others: at the highest dose activity, positive = re-replication, actives largely listed as activators | AID 624296 | MCF 10A DNA re-replication, Hoechst nuclear intensity, 48 h | actives 2.9% (n = 350,000); also: potency is read from the fitted curve at half-maximal effect; % of control where 0% means no effect; nearly all actives have a fitted effect of over 50% in size
HT1080NT lethal = kills 2HG-producing HT-1080-NT fibrosarcoma cells; HT-1080-NT fibrosarcoma viability, CellTiter-Glo ATP luminescence, 48 h; Potency, µM (top dose mostly 46.1 µM), for the others: at the top dose activity, negative = less viability, usual class: cytotoxic; actives 1.6% (n = 360,000);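 also: NT is the 2HG producing partner of a matched IDH1 knockdown line; potency is read from the fitted curve at half-maximal effect; 0% = DMSO-treated cells and -100% = media-only wells without cells; nearly all actives have a fitted effect of over 55% in size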
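Compounds were tested in concentration-response format on HT-1080-NT cells for 48 hours at 37 degrees C. Cell viability came from CellTiter-Glo luminescence; curves were classified by r2, response magnitude and activity.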
KB-3-1 tox = kills parental KB-3-1 adenocarcinoma cells. Potency, µM (series often up to 46.1 µM), without a hit: top-dose activity change, negative = cytotoxic, usual class: cytotoxic. actives 1.4% (n = 400,000). KB-3-1 viability, CellTiter-Glo ATP luminescence, 72 h. AID 1347075; also: potency is read from the fitted curve at half-maximal effect; % is scaled to controls: 0 for no effect and ±100 for the full control effect; nearly all actives have a fitted effect of over 60% in size
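Using CellTiter-Glo luminescence, growth of non-resistant KB-3-1 adenocarcinoma cells is assessed 72 h after pin-tool compound addition at 37 °C. Normalized responses across the concentration series yield fitted curves.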
HepG2 tox = kills HepG2 cells in TGF-b inhibitor counter-screen; AID 588856; HepG2 CAGA-GFP viability, ATP luminescence, 18 h; actives 0.76% (n = 410,000); Potency, µM (highest dose often 46.1 µM), without a hit: at the highest dose activity change, negative = cytotoxicity, hits mostly cytotoxic; also: potency is read from the fitted curve at half-maximal effect; some results filed as inactive show a strong effect at the top dose
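CellTiter-Glo luminescence gave cytotoxicity after 18 hours at 37 degrees C. The cells were HepG2 CAGA-GFP in 1% FBS DMEM, stimulated with 500 pg/mL TGF-beta after compound addition. %Activity was normalised to no-cell wells (complete cell-killing) and DMSO (no toxicity), and curves were fitted and classified.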
ATXN2 expr inh = reduces ATXN2 reporter expression in HEK-293 cells; HEK-293 ATXN2-luciferase reporter, luminescence, 24 h; Potency, µM (series often up to 57 µM), for inactives: at the highest dose activity change, negative = inhibition, usual class: inhibitors; actives 0.72% (n = 360,000); AID 1745845; also: potency is read from the fitted curve at half-maximal effect; % is scaled to controls: 0 for no effect and ±100 for the full control effect; nearly all actives have a fitted effect of over 55% in size
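ATXN2-luciferase reporter cells (luciferase flanked by upstream and downstream ATXN2 gene portions) were treated 24 h at 37 °C with compounds at up to 57 uM. SteadyGlo luminescence gave expression; GF-AFC fluorescence gave viability.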
SW480 rereplic = induces DNA re-replication in SW480 colon adenocarcinoma cells. actives 1.8% (n = 340,000). Potency, µM (doses to about 46.1 µM), for the others: at the top dose re-replication activation, most hits filed as activators. AID 624297. SW480 DNA re-replication, Hoechst DNA content imaging, 48 h; also: potency is read from the fitted curve at half-maximal effect; % of control where 0% means no effect; nearly all actives have a fitted effect of over 55% in size
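Readout is total intensity of Hoechst-stained nuclei, excited at 405 nm and collected at 500-530 nm. Compound treatment lasted 48 hr at 37 C in 5% CO2 before staining.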
IL1B secr inh = inflammasome signaling inhibition, IL-1 beta readout | THP-1 LPS/ATP IL-1B secretion, AlphaLISA, 16 h; stronger effect = lower value | activity change, % at 57.5 µM | actives 4.7% (n = 360,000) | AID 743279; in the data active = activity change below about -50%; inconclusive = mostly about -30% to -49%; also: % is scaled to controls: 0 for no effect and ±100 for the full control effect
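Secreted IL-1B measured by AlphaLISA bead assay after 16 h compound exposure of THP-1 cells; compounds (final up to 57.5 uM) added 1 h before LPS (250 ng/mL) and ATP (1.25 mM) stimulation; lower signal means less secretion.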
HT1080 IDH1KD tx = kills HT-1080 cells with IDH1 knockdown. Potency, µM (top dose mostly 46.1 µM), without a hit: at the top dose activity, negative = toxicity, usual class: cytotoxic. actives 2% (n = 360,000). HT-1080 IDH1 knockdown viability, ATP luminescence, 48 h. AID 686971;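 also: potency is read from the fitted curve at half-maximal effect; 0% = DMSO wells and -100% = cell-free medium wells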
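Using the IDH1-knockdown HT-1080 line run in the same batch and compound series as the NT line, viability after 48 h at 37 °C was determined by CellTiter-Glo luminescence and expressed as % activity.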
ATXN viability = cell viability loss in ATXN counter-screen; Potency, µM (titrated, usually from 56.7 µM), hits mostly cytotoxic; S2 cells (HEK-293 line with an ATXN2-luciferase reporter) viability, CellTiter-Fluor protease fluorescence, 24 h; actives 0.49% (n = 400,000); AID 651635; also: potency is read from the fitted curve at half-maximal effect; nearly all actives have a fitted effect of over 40% in size
* = called active by the depositor; i = inactive; ? = inconclusive; . = not tested or not shown; & = joins results of further samples; [ ] = remark or other dose. Unless noted, calls follow the shape of the dose curve; as a rule, active = well fitted curve in the direction sought with a large enough effect; inconclusive = small, poorly fitted or top-dose-only effect, or another doubt; inactive = no such curve, though single readings can be large; an effect the other way counts as inactive or inconclusive. No enrichment for hits; any-hit rate near 8.9%.

| Molecule | MCF10A rereplic | HT1080NT lethal | KB-3-1 tox | HepG2 tox | ATXN2 expr inh | SW480 rereplic | IL1B secr inh | HT1080 IDH1KD tx | ATXN viability |
| --- | --- | --- | --- | --- | --- | --- | --- | --- | --- |
| Cc1ccc(S(=O)(=O)c2cc3ccc(O)cc3oc2=O)cc1C | 2.31µM* | -1.6% | 1.0% | -31.2% | . | 2.31µM* | 32.6 | -3.9% | . |
| C=CCn1c(SCC(=O)Nc2cc(C)on2)nnc1C1COc2ccccc2O1 (stereo unspecified) | -22.4% | -11.7% | -0.2% | -12.1% | -1.1% | 10.2%[1.84 µM] | 12.2 | -5.2% | i |
| O=C(N/N=C/c1ccccn1)c1cccc(S(=O)(=O)N2CCCC2)c1 | 0.8% | -15.0% | 20.1% | 1.7% | . | ? | 5.8 | -6.1% | i |
| Cc1ccc(S(=O)(=O)N2C[C@]3(O)C[C@@H]4C(=O)N(c5ccccc5)C(=O)[C@@H]4C[C@]3(OC(=O)NC3CCCC3)C2)cc1 | . | 10.9% | -7.9% | -22.0% | 9.7% | . | -0.8 | 1.4% | i |
| CCCCOc1ccc(C(C)NC(=O)CCS(=O)(=O)Cc2ccc(Cl)cc2)cc1 (stereo unspecified) | ? | ? | -3.6% | 4.4% | 5.0% | -4.6% | 15.1 | ? | i |
| CNC(=S)N(Cc1ccc(OC)cc1)C1CC(=O)N(c2ccc(OC)cc2)C1=O (stereo unspecified) | 18.3% | -1.5% | -8.1% | -41.6% | -4.0% | 10.3% | -2.4 | -5.4% | i |
| CC(=O)n1cc([C@H]2C=C(C(=O)N3CCN(Cc4ccc5c(c4)OCO5)CC3)O[C@@H](OCCCCO)C2)c2ccccc21 | ? | -18.1% | -46.5% | -13.5% | -17.8% | 2.3% | -15.5 | -24.3% | i |
| CC1CC(C)CN(C(=O)CNS(=O)(=O)c2ccc(Br)s2)C1 (stereo unspecified) | -9.8% | -17.4% | 6.2% | -3.4% | 7.0% | 18.6% | -0.7 | 3.3% | i |
| Cn1cc(S(=O)(=O)c2ccccc2)c(=O)c2cc(F)c(N3CCOCC3)cc21 | -2.7% | 16.2% | -4.2%&5.4% | 0.9%&6.4% | 8.8%&12.0% | -26.5% | -0.5 | 8.5% | i |
| COc1cccc(CNC(=O)CCC2CCCN(C(=O)c3cc(C4CC4)[nH]n3)C2)c1 (stereo unspecified) | -1.7% | 0.9% | -1.2% | 2.6% | 2.3% | ? | 6.1 | -6.4% | i |
| COc1ccc(/C=C2\SC(=O)N(CC(=O)NC3CCS(=O)(=O)C3)C2=O)cc1 (stereo unspecified) | -0.1% | -1.0% | ? | -28.4% | -4.4% | 2.3% | -2.8 | -0.4% | i |
| Cc1ccc(C(=O)NCC(=O)N(C)Cc2ccc(Cl)cc2Cl)s1 | 4.4% | 0.3% | -1.6% | 18.0% | -0.6% | -8.4% | -5.5 | 6.1% | i |
| Cc1cc(C)nc(-n2cc(C(=O)c3cc(F)ccc3O)cn2)n1 | 0.7% | 1.0% | 0.0% | 3.9% | 8.4% | 1.0% | 33.3 | 10.3% | i |
| COc1cccc(NC(=O)COC(=O)C2CC3CCCC(C2)C3=O)c1 (stereo unspecified) | -5.5% | -3.1% | 6.5% | 0.3% | . | -9.6% | -8.9 | -2.0% | i |
| CS(=O)(=O)N(CC(=O)NCCSCc1ccccc1Cl)c1ccc(F)cc1 | -5.1% | -3.5% | -3.6% | -5.5% | . | -0.5% | -11.3 | -2.2% | i |
| COc1cc(NC(=O)C2(C)CCCN2C(=O)C(C)C)cc(OC)c1OC (stereo unspecified) | . | 18.7% | 0.0% | 2.0% | -4.6% | . | 18.2 | 23.9% | i |
| O=C(NCCNc1ccc([N+](=O)[O-])cc1)c1ccccc1Br | -8.7% | 0.0% | 22.6% | -15.3% | -1.7% | -8.2% | -17.3 | -0.4% | i |
| COc1ccccc1S(=O)(=O)Cc1ccc(C(=O)N2CCN(c3ccccc3)CC2)o1 | 10.6% | -0.4% | ? | -27.8% | -23.1% | 11.1% | -17.2 | -11.0% | i |
| CC(C)CN(C(=O)c1cc2ccccc2o1)c1c(N)n(CC(C)C)c(=O)[nH]c1=O | -3.4% | 0.5% | 0.0% | 4.5% | -4.9% | . | 43.9 | 0.5% | i |
| CCOc1ccc2c(c1)N(C(=O)CN1C(=O)CCC1=O)C(C)(C)C=C2C | -0.4% | 10.4% | 11.5% | 16.7% | 4.3% | -1.6% | -14.7 | 10.2% | i |
| C[C@@H]1CN([C@H](C)CO)C(=O)CCCn2nncc2CO[C@@H]1CN(C)S(=O)(=O)c1cccc(F)c1 | . | -0.3% | -6.6% | 1.8% | -0.7% | . | -8.9 | 1.7% | i |
| C/C=C/c1c(F)c(F)c(Oc2ccc(C(=O)O)cc2)c(F)c1F | ? | 15.8µM* | 14.0% | -13.7% | 12.0% | -5.5% | 16.4 | 3.2% | ? |
| O=S(=O)(NCCSCc1ccc(Cl)c(Cl)c1)c1ccc2c(c1)OCCO2 | 43.4% | ? | 0.0% | -27.1% | -19.7% | 10.3% | -19.1 | ? | i |
| COc1cc(SC)ccc1C(=O)NCCCOC(C)C | -3.8% | 25.9% | 15.0% | 0.7% | 8.7% | -6.1% | -1.1 | 3.2% | i |
| O=C(Nc1sc2c(c1C(=O)O)CCCCC2)c1cccnc1 | 8.8% | -0.9% | 0.1% | -38.7% | . | 3.4% | 24.9 | 3.6% | i |
| CCOC(=O)Cn1cnc(C)c1 | -0.9% | 4.5% | 0.9% | 6.1% | 1.1% | -0.7% | -9.9 | 17.6% | ? |
| COc1cc(NCc2ccccc2)c2ncn(C(C)C)c2c1 | -3.6% | -0.1% | 6.8% | -17.1% | -5.0% | ? | -29.2 | 0.6% | i |
| O=C(CC1C(=O)NCCN1Cc1cccc(Oc2ccccc2)c1)NCC1CCOCC1 (stereo unspecified) | 20.5% | -0.8% | -6.6% | -15.8% | . | -19.9% | -5.0 | -6.2% | i |
| CC(C)CCc1noc(CN(CC2CCC2)CC2CCCO2)n1 (stereo unspecified) | -0.1% | 9.4% | 7.5% | -0.7% | -5.1% | -3.1% | 0.0 | 6.0% | i |
| O=C(Nc1nnc(C(F)(F)F)s1)c1cccnc1 | 0.5% | 0.3%[9.24 µM] | 0.8% | -27.2% | 11.0% | -4.6% | 78.4 | -9.5% | i |
| CC[N+](CC)(CC)CCC(O)(c1ccccc1)C1CCCCC1 (stereo unspecified) | -1.7% | 12.4% | -2.3% | -1.1% | 1.6% | 2.6% | -14.4 | 2.6% | i |
| CCOC(=O)c1nc(N)c(=O)n(-c2ccccc2)n1 | -3.5% | 12.2% | 4.5% | 0.9% | 8.9% | -11.1% | 8.0 | 15.2% | i |
| CCOC(=O)c1c(NC(=O)CN2CCCCC2)sc2c1CCC(C=O)=C2Cl | -0.7% | -3.8% | -20.1% | -15.8% | -16.5% | 1.6% | -20.6 | -21.8% | i |
| O=C(N/N=C\c1cc(Br)c(Br)o1)C1COc2ccccc2O1 (stereo unspecified) | 5.4% | -29.2% | 3.1% | 0.9% | 3.9% | 1.4% | 11.1 | -13.3% | i |
| O=S(=O)(c1ccc(Cl)cc1)N1CCCN(c2ccc(C(F)(F)F)cn2)CC1 | -0.4% | -22.3% | -10.6% | -3.6% | 0.6% | -5.0% | -10.4 | -15.9% | i |
| COc1cc(C(=O)Nc2ccccc2N2CCOCC2)ccc1OCc1c(C)noc1C | 1.4% | 8.6% | -4.6% | 3.2% | -0.3% | -3.3% | ? | 8.7% | ? |
| Nn1cnnc1SCC(=O)N1CCc2ccccc2C1 | -3.2% | -2.3% | -0.5% | -31.6% | . | -0.9% | -1.9 | -3.5% | . |
| CC(C)n1cnnc1SCC(=O)Nc1cccnc1Cl | 9.8% | 4.9% | ? | 1.6% | . | -1.2% | 21.2 | 0.0% | i |
| Oc1cccc(C2c3[nH]c4ccccc4c3CCN2Cc2ccc3c(c2)CCO3)c1 (stereo unspecified) | 16.4µM* | 20.6µM* | 20.6µM* | -52.3% | -32.4% | ? | -93.1* | 23.1µM* | i |
| COc1cccc(C(O)c2ncc(-c3cccc(F)c3)[nH]2)c1 (stereo unspecified) | . | -1.0% | 0.0% | -4.5% | 19.2% | . | -20.1 | 17.1% | i |
